PI4K2A inh – PI4K2A (human) kinase inhibition | 0.13% of 420,000 active | purified PI4K2A, ADP-Glo luminescence, 1 h; stronger effect = lower value | Q9BTU6 | activity change, negative = inhibition, % at 76.9 µM; in the data active = activity change below about -50%; inconclusive = mostly about -30% to -49%;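 note: -100% = wells without enzyme as full effect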
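ADP-Glo luminescence measured ADP generated by PI4K2A enzyme (4 ug/mL before mixing) with 1.2 mM PI substrate (pre-mix) and 300 microM ATP (pre-mix). Tris pH7.5 buffer with MgCl2, Triton X-100; 1 h reaction at ambient temperature.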
mIDH1 inhibitor – inhibitors of human mutant IDH1 R132H; IDH1-R132H enzyme, NADPH consumption, diaphorase/resazurin fluorescence; Potency, µM (doses to about 76.6 µM), for inactives: at the top dose activity change, negative = inhibition, hits mostly inhibitors; 0.093% of 390,000 active; AID 602179; note: potency is the fitted concentration of half-maximal effect; % is set by controls: 0 for no effect and ±100 for the full control effect; nearly all actives have a fitted effect of over 65% in size
Target sequence (O75874 whole entry R132H, stated change not applied): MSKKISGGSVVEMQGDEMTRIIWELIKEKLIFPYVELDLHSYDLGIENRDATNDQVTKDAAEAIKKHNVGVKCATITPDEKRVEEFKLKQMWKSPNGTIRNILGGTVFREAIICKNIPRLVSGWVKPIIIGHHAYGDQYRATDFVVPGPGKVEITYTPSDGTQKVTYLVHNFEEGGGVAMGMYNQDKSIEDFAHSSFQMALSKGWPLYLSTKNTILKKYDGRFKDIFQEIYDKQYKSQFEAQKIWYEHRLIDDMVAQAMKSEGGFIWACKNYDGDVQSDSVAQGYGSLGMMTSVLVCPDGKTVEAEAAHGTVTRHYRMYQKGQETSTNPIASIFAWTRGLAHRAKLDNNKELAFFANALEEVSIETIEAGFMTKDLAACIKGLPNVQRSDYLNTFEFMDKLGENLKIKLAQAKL
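IDH1-R132H (0.5 ug/mL dispensed) in pH 7.5 Tris buffer was preincubated 30 min with compound, then given a substrate mix of 0.016 mM NADPH and 2 mM alpha-KG for 80 min at room temperature; remaining NADPH was read by diaphorase/resazurin fluorescence.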
D2 antagonist – D2 dopamine receptor (human) antagonism. HEK293 TREx D2 cells, calcium flux, dopamine EC80. P14416. inhibition, % at 10 µM. AID 485344. 2% of 340,000 active; in the data active = inhibition above about 30%; note: 0% is about no effect
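Overnight-induced (tetracycline, 30 C) HEK293 T-REx cells carrying force-coupled D2 receive a no-wash calcium dye, then compound, then EC80 dopamine at 180 s; signals are read kinetically throughout.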
TrxR1 inh – rat TrxR1 inhibition | Potency, µM (titrated, usually from 114 µM), inactives show at the top dose activity change, negative = inhibition, usual class: inhibitors | 1% of 390,000 active | recombinant rTrxR1, NADPH fluorescence consumption, selenite substrate | O89049; note: potency is the fitted concentration of half-maximal effect; % is set by controls: 0 for no effect and ±100 for the full control effect; nearly all actives have a fitted effect of over 65% in size
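Rat TrxR1 (90 nM in the dispensed reagent) was pre-reduced with 400 uM NADPH for 5 min at room temperature, then incubated with compound for 15 min. After 400 uM selenite was added, NADPH fluorescence (Ex 340/Em 450 nm) was followed for 8 min.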
TRHR ag – activates the human TRH receptor | activation, % at 2 µM | TRHR cells, calcium flux fluo-8, FDSS agonist mode | AID 493084 | P34981 | 0.18% of 360,000 active; in the data active = activation above about 30%; note: 0% is about no effect
Target sequence (P34981 whole entry, looked up): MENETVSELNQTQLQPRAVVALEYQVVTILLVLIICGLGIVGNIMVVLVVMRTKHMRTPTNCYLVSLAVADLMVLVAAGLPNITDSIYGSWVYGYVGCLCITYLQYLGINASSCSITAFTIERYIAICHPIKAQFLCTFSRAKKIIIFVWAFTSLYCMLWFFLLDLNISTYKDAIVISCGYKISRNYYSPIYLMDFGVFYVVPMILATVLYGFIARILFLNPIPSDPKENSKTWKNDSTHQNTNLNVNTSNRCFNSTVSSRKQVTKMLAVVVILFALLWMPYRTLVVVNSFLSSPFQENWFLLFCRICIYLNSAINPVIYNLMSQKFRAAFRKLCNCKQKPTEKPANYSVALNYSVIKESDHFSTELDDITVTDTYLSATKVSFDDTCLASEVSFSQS
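TRHR-expressing cells, plated overnight in medium with 10% serum, were loaded with fluo-8 calcium dye at room temperature. After a 10 s baseline, library compound was pin-added and calcium release was recorded kinetically (ex 480/em 530) as agonist response.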
TrxR1 substrate – rat thioredoxin reductase 1 substrate activity; O89049; Potency, µM (titrated, usually from 114 µM), for the others: top-dose activity change, negative = substrate turnover; AID 588456; 0.01% of 390,000 active; purified TrxR1 substrate turnover, NADPH consumption readout; note: potency is the fitted concentration of half-maximal effect; % is set by controls: 0 for no effect and ±100 for the full control effect; nearly all actives have a fitted effect of over 50% in size
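Rat TrxR1, dispensed at 90 nM, was prereduced with 400 uM NADPH (final) for 5 min at ~22 deg C, then incubated with compound 15 min before 400 uM selenite. A first-read NADPH fluorescence drop versus no-compound background flagged substrates.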
USP1 inh – blocks the human USP1/UAF1 deubiquitinase complex; recombinant USP1/UAF1, Ub-Rhodamine cleavage fluorescence; Potency, µM (doses to about 57.1 µM), for the others: at the top dose activity change, negative = inhibition, actives largely listed as inhibitors; 0.23% of 390,000 active; AID 743255; note: potency is the fitted concentration of half-maximal effect; % is set by controls: 0 for no effect and ±100 for the full control effect; nearly all actives have a fitted effect of over 60% in size; inactives centre near -12
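USP1/UAF1 complex (1 nM) preincubated 15 min at room temperature with compound, then Ub-Rho substrate (150 nM final) added. Kinetic fluorescence at 480/540 nm over 6 reads at 60 s intervals; 50 mM HEPES pH 7.8, 0.5 mM EDTA, 0.1 mg/ml BSA, 1 mM TCEP, 0.01% Tween-20.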
TRHR PAM – allosteric enhancers of human TRH receptor; P34981; TRHR cells, fluo-8 calcium fluorescence, EC20 TRH enhancement; enhancement, % at 2 µM; 0.66% of 360,000 active; AID 493056; in the data active = enhancement above about 30%; note: 0% is about no effect
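TRHR-expressing cells loaded with fluo-8 calcium dye were read kinetically (ex 480/em 530) during compound addition, then stimulated with an EC20 of TRH (10 nM final). Enhancement of the Gq-mediated intracellular calcium response was scored.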
D2 ag – activates the human D2 dopamine receptor; AID 485358; activation, % at 2 µM; 0.53% of 340,000 active; HEK293 T-REx D2 cells, calcium flux agonist mode; P14416;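 active = activation over 3 SD above normal in the single-dose calcium agonist read, cut at about 30% in these data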; note: 0% is about no effect
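Tetracycline-induced HEK293 T-REx cells with force-coupled D2 receptor, plated overnight at 30 C, loaded with no-wash calcium dye. After a 10 s baseline, compound was pin-added and calcium flux read kinetically for 180 s; calcium rises flagged agonists.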
* hit, by the source's call; ? = inconclusive; nt = not tested or not shown; [ ] = another dose, or the depositor's remark. Unless noted, calls come from the whole dose curve; as a rule, active = well fitted inhibition curve with a large enough effect; inconclusive = small, poorly fitted or top-dose-only effect; inactive = no such curve, though single readings can be large or run the other way.

SMILES | PI4K2A inh | mIDH1 inhibitor | D2 antagonist | TrxR1 inh | TRHR ag | TrxR1 substrate | USP1 inh | TRHR PAM | D2 ag
CCN(CC)c1ccc(NC(=O)c2cc(C)nc3c2c(C)nn3-c2ccc(C)cc2)c(C)c1 | -3.8 | 0.0% | nt | 10.2% | 0.6 | -5.8% | 2.6% | -18.2 | 0.8
CSc1nnc(C2CCCN2)n1C (centres undefined) | -1.6 | -0.5% | 12.3 | 23.7% | 0.1 | 9.6% | -13.6% | -3.1 | -0.2
O=C(CN1C(=O)C2C3C=CC(C3)C2C1=O)NC1CCCc2ccccc21 (centres undefined) | -14.7 | -4.3% | nt | 4.7% | -0.4 | 1.2% | 7.4% | -3.9 | nt
O=C(COC(=O)c1cccs1)NCc1cccs1 | -1.5 | 18.3% | -17.2 | 20.4% | -0.4 | 0.6% | -1.8% | -2.4 | -0.2
Cc1cc(NS(=O)(=O)c2ccc(NC(=S)Nc3ccc(Cl)cc3C)cc2)no1 | -3.1 | 1.4% | 13.2 | 8.9%[57.1 µM] | 0.8 | 12.9%[57.1 µM] | ? | -9.5 | 0.3
CCOC(=O)CNC(=O)C1(c2ccccc2)CCCC1 | 2.0 | -2.9% | 13.1 | -10.3%[57.1 µM] | -0.1 | 1.1%[57.1 µM] | 0.6% | 5.7 | -0.3
COc1ccc(Cl)cc1NC(=O)NCCN1CCCCC1 | 4.6 | -1.9% | 58.2* | 16.3% | 0.4 | 3.2% | -21.0% | 1.4 | -0.3
CC(C)Cn1c(N)c(C(=O)COC(=O)C2CCCN2C(=O)c2cccs2)c(=O)n(C)c1=O (centres undefined) | 0.6 | -3.2% | -15.2 | 4.0% | -1.0 | -8.4% | -7.2% | 1.7 | 0.6
O=C(Nc1cccc(NC(=O)c2ccc(Cl)cc2Cl)c1)c1cccnc1 | 1.2 | 0.7% | -17.0 | 38.1%[activator][57.1 µM] | -0.9 | 12.5%[57.1 µM] | -19.4% | -4.8 | -1.2
CN1C(=O)Cc2cc(S(=O)(=O)Nc3ccc(N4CCOCC4)cc3)ccc21 | -19.0 | -3.6% | 4.6 | 2.4% | 0.3 | 5.9% | -22.0% | 2.9 | 0.3
CCc1ccccc1N1CC(C(=O)Nc2cc(S(=O)(=O)N3CCCC3)ccc2Cl)CC1=O (centres undefined) | -2.4 | -0.8% | -2.9 | 6.1% | 0.0 | -7.6% | -9.4% | -1.4 | -0.5
O=C(CNC(=O)c1cccs1)N/N=C/c1ccccc1[N+](=O)[O-] | 7.7 | -6.3% | -2.7 | 3.3% | -0.3 | -5.6% | -15.9% | 0.6 | -4.1
Cc1c(C)c(C)c(S(=O)(=O)NCCC(=O)N2CCN(Cc3ccc(C#N)cc3)CC2)c(C)c1C | 0.2 | -14.4% | 2.3 | -7.4% | 0.0 | 0.9% | -6.4% | -0.9 | -0.5
COc1ccc(-c2cc(C(F)F)n3ncc(C(=O)Nc4cc(OC)ccc4OC)c3n2)cc1 | 2.4 | -2.7% | nt | 17.5% | 0.1 | 2.5% | -25.6% | -4.1 | -0.5
CNC(=O)CC(C(=O)O)c1ccc(OC(C)C)cc1 (centres undefined) | -8.7 | 7.5% | 17.6 | -3.5% | 0.9 | -4.6% | -25.2% | -5.5 | -1.2

Retrieved one by one from the entries so far, 2 records:
SMILES | PI4K2A inh | mIDH1 inhibitor | D2 antagonist | TrxR1 inh | TRHR ag | TrxR1 substrate | USP1 inh | TRHR PAM | D2 ag
O=C(COC(=O)c1cccs1)NCc1cccs1 | -1.5 | 18.3% | -17.2 | 20.4% | -0.4 | 0.6% | -1.8% | -2.4 | -0.2
Cc1cc(NS(=O)(=O)c2ccc(NC(=S)Nc3ccc(Cl)cc3C)cc2)no1 | -3.1 | 1.4% | 13.2 | 8.9%[57.1 µM] | 0.8 | 12.9%[57.1 µM] | ? | -9.5 | 0.3

Structures above that have an aryl methoxy group (two):
SMILES | PI4K2A inh | mIDH1 inhibitor | D2 antagonist | TrxR1 inh | TRHR ag | TrxR1 substrate | USP1 inh | TRHR PAM | D2 ag
COc1ccc(Cl)cc1NC(=O)NCCN1CCCCC1 | 4.6 | -1.9% | 58.2* | 16.3% | 0.4 | 3.2% | -21.0% | 1.4 | -0.3
COc1ccc(-c2cc(C(F)F)n3ncc(C(=O)Nc4cc(OC)ccc4OC)c3n2)cc1 | 2.4 | -2.7% | nt | 17.5% | 0.1 | 2.5% | -25.6% | -4.1 | -0.5

(more compounds)
SMILES | PI4K2A inh | mIDH1 inhibitor | D2 antagonist | TrxR1 inh | TRHR ag | TrxR1 substrate | USP1 inh | TRHR PAM | D2 ag
CC(C)C[C@@H](CN(C)N=O)N(C[C@H](Cc1ccccc1)N(CCc1ccccc1)N=O)N=O | 5.7 | -1.1% | -6.2 | 3.3%[57.1 µM] | 0.7 | 5.4%[57.1 µM] | -3.3% | -5.0 | 0.6
CCN(CC)CCC(=O)c1ccc(F)cc1 | 5.9 | -1.9% | -16.7 | ? | 0.9 | 4.7%[11.4 µM] | -13.8% | 2.8 | 1.2
CC(=O)Nc1ccc2nc(NC(=O)CN3CCOCC3)sc2c1 | 0.3 | 10.3% | nt | 16.7% | -1.2 | 4.4% | -17.1% | -9.3 | nt
C1=C(c2ccccc2)CCN(c2ncnc3nc[nH]c23)C1 | 0.0 | -6.0% | -13.2 | -19.7% | 0.6 | -0.1% | 0.0% | -5.6 | 0.0
CCc1ccccc1NC(=O)Cn1c(=O)n(CC(=O)NCCc2ccccc2)c(=O)c2ccccc21 | -1.2 | -7.5% | nt | 26.0% | -0.1 | 1.6% | -22.6% | -3.9 | 0.7
Cc1ccc(NC(=S)N2CCN(S(=O)(=O)c3c(F)cccc3F)CC2)cc1C | -0.4 | -6.0% | 9.4 | 8.3% | -0.9 | -5.4% | -13.8% | -6.4 | 2.3
CCN(CC(=O)Nc1ccc2c(c1)OCCO2)C(=O)c1cc(=O)[nH]c2ccccc12 | -2.3 | 0.0% | 9.2 | 11.9% | 0.1 | 9.4% | -21.2% | 2.3 | 0.4
CCOC(=O)c1cnc2c(-c3ccc(Cl)cc3)c(C)nn2c1N | 6.0 | 6.3% | -9.7 | 1.6% | 0.0 | 83.9%[activator] | -6.3% | 0.0 | -0.6
O=C(N=Nc1c(O)[nH]c2ccc(F)cc12)c1ccc(NS(=O)(=O)c2cccs2)cc1 | 7.1 | -11.6% | -1.0 | -5.5% | -0.1 | -0.8% | -15.8% | -23.9 | 0.0
C=C(C)COc1ccc(-c2[nH]ncc2-c2ccc(Br)cc2)c(O)c1 | 6.6 | 6.3% | 7.0 | -13.9% | 1.4 | -10.9% | -14.7% | 2.6 | 1.6
CCOC(=O)C1=C(CN2CCC(C)CC2)NC(=O)NC1c1ccc(Cl)cc1 (centres undefined) | -0.9 | -3.1% | -5.5 | -3.8% | 0.6 | 1.5% | 2.2% | -2.2 | 0.6
CCN(CC)CCNC(=O)c1cc(S(=O)(=O)N2CCc3ccccc32)cn1C | -0.4 | -9.0% | -16.9 | 20.2%[57.1 µM] | 1.0 | 9.2%[57.1 µM] | -22.0% | 3.0 | 0.1
CCn1c2ccc(C)cc2c2nnc(NN)nc21 | 2.0 | -0.2% | -0.8 | -20.3% | -0.5 | -18.4% | ? | -4.0 | 1.0
O=C(CSc1ncnc2c1oc1ccccc12)Nc1ccc2c(c1)OCCO2 | -5.6 | 4.1% | nt | 0.5%[57.1 µM] | nt | 1.0%[57.1 µM] | 5.1% | nt | nt
CCn1nc(C)cc1C(=O)OCC(=O)c1ccc(Cl)cc1 | -3.3 | -5.4% | -14.1 | 27.1% | 0.0 | 5.4% | -7.8% | 0.1 | 0.0
Cc1ccc2c(CN3CCN(S(=O)(=O)c4ccccc4C(F)(F)F)CC3)cc(=O)oc2c1 | -4.2 | -3.6% | -23.9 | 0.4% | 0.7 | 0.6% | -16.0% | 0.7 | 0.1
CC(=O)C(c1ccccc1)C(c1ccccc1)C(C)[N+](=O)[O-] (centres undefined) | 1.0 | -3.6% | 9.1 | 7.4%[57.1 µM] | -0.4 | -7.2%[57.1 µM] | 4.2% | -3.0 | 0.5
O=C(Cn1nnc(-c2ccc(Cl)cc2)n1)N1CCN(C(=O)c2ccco2)CC1 | 4.7 | -4.2% | -9.0 | 6.2% | -0.2 | 2.0% | -4.2% | 2.2 | 0.1
CCOC(=O)Nc1ccc2c(CN3C(=O)NC(CC)(CC)C3=O)cc(=O)oc2c1 | 1.3 | 1.6% | 10.5 | ? | -0.7 | 806.0%[activator] | -14.3% | 5.5 | 0.7
CC1(C)CN=c2s/c(=C\c3ccc(Cl)cc3)c(=O)n2C1 | -4.6 | 1.9% | 1.4 | 5.0%[57.1 µM] | 2.0 | -4.5%[57.1 µM] | -25.0% | 5.1 | 2.5
COC(=O)CC1C(=O)NCCN1C(=S)NC(=O)CCc1ccccc1 (centres undefined) | -3.8 | 3.4% | -4.1 | -17.5% | 0.0 | 0.3% | -19.6% | -2.0 | -0.3
CCc1ccc(NC(=O)c2cccc(N3CCCS3(=O)=O)c2)cc1 | 0.2 | 3.1% | nt | 15.0%[57.1 µM] | -0.5 | 1.6%[57.1 µM] | -10.4% | -0.4 | 0.2
COc1cccc(CN(C)CC(=O)Nc2cccc(C(F)(F)F)c2)c1OC | -2.1 | 6.7% | 3.8 | 11.9%[57.1 µM] | -0.2 | -0.4%[57.1 µM] | -21.8% | -7.5 | -2.6
CSc1ccccc1NC(=O)c1cccs1 | 8.6 | 1.0% | nt | 11.9%[57.1 µM] | -0.9 | 10.1%[57.1 µM] | -6.5% | 8.1 | nt
FC(F)(F)Oc1ccc(NC(=S)NCCCN2CCOCC2)cc1 | -3.3 | 0.7% | -7.9 | -15.1% | 1.2 | 1.0% | -20.9% | 3.7 | 2.8
O=C(NCCN1CCNC1=O)C1CCC(=O)N(Cc2cccc(C(F)(F)F)c2)C1 (centres undefined) | 0.4 | -4.3% | 13.7 | 26.6% | -0.3 | 5.1% | -7.5% | -0.6 | 0.1
CSc1ncccc1C(=O)NCCc1ccc(S(N)(=O)=O)cc1 | -8.4 | 0.0% | -14.7 | -3.6% | 0.3 | -8.8% | -25.2% | -5.1 | 0.2
